Bioassay records from PubChem.
Diaphorase inh: inhibits diaphorase or chemically oxidizes, flagging diaphorase assay artifacts. AID 1217. hit rate 0.69% among 190,000. diaphorase resazurin-to-resorufin fluorescence, NADH, 16 min; bacterial (C. kluyveri) enzyme, not human. inhibition, % at 20 µM;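 active means primary screen inhibition at 20 µM above a set limit, cut at about 50% in these data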;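 further: plate controls were DMSO with full reaction for no effect and wells lacking NADH for full effect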
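Detection: fluorescence of resorufin formed from resazurin, Ex 544/Em 590 nm; test system: Clostridium kluyveri diaphorase enzyme; amount: 0.14 U/mL diaphorase, enzyme working solution; times: 16-min room-temperature incubation before reading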
Diaphorase act: diaphorase activation or chemical reduction counter-screen | hit rate 0.005% among 190,000 | Diaphorase/resazurin coupled assay, resorufin fluorescence, 16 min; active compounds read high; 1 = vehicle wells, 0 = NADH-free wells | activation factor at 20 µM | AID 1229;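 active means diaphorase activity raised at least twofold by the compound at 20 µM; inactive means activation factor below 2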
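Material: bacterial diaphorase enzyme (C. kluyveri); amount: enzyme 0.07 U/mL final; reagent: NADH substrate 0.114 mM plus resazurin dye 0.1 mM, final; doses: single compound dose of 20 µM, 1% DMSO final; timing: 16 min enzyme reaction, ambient temperature; measured by: fluorescence of resorufin, 544 nm excitation, 590 nm emission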
TNAP act hiacc: TNAP (human) activation, high acceptor; P05186; 200,000 tested, under 10 active; purified TNAP, CDP-star luminescence, 1 M DEA, 30 min; active compounds read high; 0 = EDTA background, 1 = DMSO-only activity; activation factor at 20 µM;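 active means activation factor at least 2 at 20 µM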
Target sequence (P05186 whole entry, looked up): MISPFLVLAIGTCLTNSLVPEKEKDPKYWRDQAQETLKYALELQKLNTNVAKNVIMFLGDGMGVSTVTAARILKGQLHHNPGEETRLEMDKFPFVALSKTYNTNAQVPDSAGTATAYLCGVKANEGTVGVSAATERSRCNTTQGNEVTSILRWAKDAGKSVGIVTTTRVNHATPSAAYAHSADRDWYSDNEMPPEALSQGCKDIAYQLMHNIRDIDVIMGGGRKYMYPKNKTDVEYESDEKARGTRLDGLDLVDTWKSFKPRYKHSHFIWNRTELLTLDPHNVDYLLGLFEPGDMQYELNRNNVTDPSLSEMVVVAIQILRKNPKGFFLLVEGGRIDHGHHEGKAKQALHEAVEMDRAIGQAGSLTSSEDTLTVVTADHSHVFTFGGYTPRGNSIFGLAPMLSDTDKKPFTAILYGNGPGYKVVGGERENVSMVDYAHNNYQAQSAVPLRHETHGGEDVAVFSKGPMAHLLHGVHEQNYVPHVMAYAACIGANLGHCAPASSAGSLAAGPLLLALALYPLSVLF
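system = human TNAP | amount = enzyme diluted 1/800 final | reagent = 100 µM CDP-star substrate | signal = luminescent substrate turnover signal | dosing = one dose, 20 µM | benchmarks = EDTA negative control, DMSO positive control | measure = activation factor | timing = 30 min reaction, room temperature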
PMI act hi M6P: increases human PMI activity with near-saturating mannose 6-phosphate; P34949; coupled PMI enzyme assay, resazurin fluorescence, 20 min; active compounds read high; 1 = untreated enzyme, 0 = substrate-free blank; activation factor at 20 µM; hit rate 0.34% among 190,000; AID 1216;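 active means activation factor of 2 or more at 20 µM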
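test system = human PMI in coupled enzyme assay | medium = HEPES-buffered pH 7.4 with magnesium and detergent | also added = 1.0 mM mannose-6-phosphate substrate with 0.22 mM NADP+ | compound = 20 µM single dose | times = 20 min incubation at room temperature | measured by = resorufin fluorescence (Ex 544/Em 590 nm) from resazurin via diaphorase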
FLuc act counter: affects firefly luciferase, flagging false hits in luciferase stimulation screens | P08659 | ATPlite luciferase biochemical, luminescence, 10 min; 0 = ATP-free wells, 1 = DMSO control | activation factor at 10 µM | 200,000 tested, under 10 active;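 active means luciferase activation factor, scaled between plate controls, of at least 2 with compound at 10 µM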
Target sequence (P08659 whole entry, looked up): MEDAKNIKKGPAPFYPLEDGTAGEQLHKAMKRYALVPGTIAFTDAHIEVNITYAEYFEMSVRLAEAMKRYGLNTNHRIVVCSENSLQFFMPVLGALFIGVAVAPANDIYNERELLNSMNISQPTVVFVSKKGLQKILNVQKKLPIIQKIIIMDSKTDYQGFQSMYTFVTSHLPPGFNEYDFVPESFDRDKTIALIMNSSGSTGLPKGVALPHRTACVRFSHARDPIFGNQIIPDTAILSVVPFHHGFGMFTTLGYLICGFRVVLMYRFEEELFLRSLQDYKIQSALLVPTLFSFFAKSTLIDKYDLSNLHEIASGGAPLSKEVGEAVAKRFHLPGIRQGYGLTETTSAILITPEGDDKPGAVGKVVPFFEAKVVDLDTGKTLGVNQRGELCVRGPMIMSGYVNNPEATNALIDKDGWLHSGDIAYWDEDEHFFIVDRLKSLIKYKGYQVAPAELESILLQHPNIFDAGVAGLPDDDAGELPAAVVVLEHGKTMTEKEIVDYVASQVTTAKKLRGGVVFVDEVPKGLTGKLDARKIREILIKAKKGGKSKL
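Material: Luciferase/luciferin reagent mix; Doses: test compounds dosed from 2 mM stocks in 100% DMSO; Schedule: 10 min incubation after luciferase reagent addition, room temperature; Measured by: luminescence from luciferase reaction; Read-out: luminescence gain marking luciferase activators.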
G6PDH CS: inhibits Leuconostoc G6PDH, flagging false hits in G6PDH-based assays; Purified L. mesenteroides G6PDH, diaphorase/resazurin coupled fluorescence, 45 min; inhibition, % at 5 µM; hit rate 0.12% among 200,000; AID 1020; in the data active means inhibition above about 50%
TNAP inh hi DEA: inhibitors of human TNAP at high phosphate acceptor concentration; P05186; purified TNAP, CDP-star luminescence, 1 M DEA; inhibition, % at 20 µM; hit rate 0.03% among 200,000; AID 1135;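 active means over 50% inhibition of tissue-nonspecific alkaline phosphatase at 20 µM in the single-dose screen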;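 further: plate controls were DMSO wells for no effect and EDTA-quenched wells as full inhibition for full effect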
PMI activator: increases human mannose-6-phosphate isomerase activity. purified human PMI, coupled resazurin fluorescence, 20 min; active compounds read high; 1 = vehicle control, 0 substrate-free wells. activation factor at 20 µM. hit rate 0.005% among 190,000. AID 1214;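 active means activation factor of 2 or more at 20 µM, relative to plate controls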
Efa HMGR inh: blocks class II HMG-CoA reductase of Enterococcus faecalis; purified E. faecalis HMGR, NADPH absorbance 340 nm kinetic; inhibition, % at 10 µM; hit rate 0.41% among 190,000; AID 1066;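 active means inhibition above a set limit, the median over all tested compounds plus 3 SD, cut at about 9.5% in these data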;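 further: enzyme runs in reverse so mevalonate oxidation gives rising NADPH absorbance; 0% = complete reaction with DMSO and 100% = background rate lacking mevalonate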
TNAP inh noacc: blocks human TNAP activity with no phosphate acceptor present; inhibition, % at 20 µM; purified TNAP, CDP-star luminescence, 30 min; hit rate 0.26% among 200,000; P05186;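 active means tissue-nonspecific alkaline phosphatase inhibition above about 50% at 20 µM in the single-dose screen, limit read from the data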;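 further: 0% = DMSO negative control and 100% = EDTA positive control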
Numbers without * were called inactive; / = no result given.

SMILES	Diaphorase inh	Diaphorase act	TNAP act hiacc	PMI act hi M6P	FLuc act counter	G6PDH CS	TNAP inh hi DEA	PMI activator	Efa HMGR inh	TNAP inh noacc
CC1CCC(NC(=O)C2CC(=O)N(c3ccc4c(c3)OCCO4)C2)CC1 (stereo not drawn)	-4	1	1	1	1	-4	0	1.1	-2	-10
c1ccc2c(c1)CCCN2c1nc2ccccc2n2cnnc12	24	0.8	1	1	1	13	-3	1	-6	14
CCC(C)N1CCCC1C(=O)Nc1c(C)cc(C)cc1C (stereo not drawn)	6	0.9	1	1.1	1.1	0	-4	1.2	1	-6
COc1ccc(CNC(=O)c2ccc(SC)cc2OC)cc1	14	0.9	1	1	1	-9	-1	0.9	-8	-12
O=C(O)CC(NC(=O)C1c2ccccc2Oc2ccccc21)c1ccc(Cl)cc1 (stereo not drawn)	3	1	1	1	0.9	16	3	1	-5	-8
O=C(NNc1nc2cc3c(cc2s1)OCCO3)c1ccccc1	-8	1.1	1	1.1	0.9	7	-1	1.1	-1	-134
COc1ccccc1N1CCN(C(=O)CSc2nnc3c4ccccc4n(CC(=O)O)c3n2)CC1	16	0.8	1	1.1	1	-6	2	1	-2	-2
Cc1ccc(NC(=O)COC(=O)/C(=C/c2cccs2)c2cccs2)cc1S(=O)(=O)N(C)C	23	0.8	1.1	0.8	1.1	-2	-8	0.9	0	-8
COC(=O)CC1C(=O)NCCN1C(=O)CSc1nnc(Nc2ccc(C)cc2)s1 (stereo not drawn)	10	0.9	1	1.1	0.8	4	-5	1.1	1	-22
O=C(Oc1ccc2[nH]cc(CCN3C(=O)c4ccccc4C3=O)c2c1)c1ccco1	28	0.7	1	0.8	1.1	1	-5	0.8	-4	-6
CC(C)CC(=O)Nc1ccc2nn(-c3ccccc3)nc2c1	21	0.8	1	0.7	0.7	9	0	0.9	-6	-10
CCN1CCN(c2c(C(=O)c3ccc(OC)cc3)cnc3ccccc23)CC1	-2	1	1	1.1	1	4	3	1.3	2	2
O=C(N1CCN(c2ccccc2)CC1)C(F)(F)C(F)F	4	1	1	1.1	1.1	10	-4	1	4	-3
CCN(CC)S(=O)(=O)c1cccc(C(=O)N[C@H](C(=O)O)C(C)C)c1	-10	1.1	1.1	1.1	1	5	-7	1.1	-8	-22
Cc1cnnc2c1-c1nonc1CC2	1	1	1.1	1	1	30	-7	0.9	-4	-2
Cc1nn(C)c(N)c1-c1ccccc1	3	1	1	1	1	12	0	1.1	-4	9
Cn1c(=O)cc(SCC(=O)NCC2COc3ccccc3O2)c2ccccc21 (stereo not drawn)	8	0.9	1	1	1	4	-1	0.9	-3	-2
CSc1ccccc1C(=O)N1CCOCC1	5	1	1	1.1	1.1	1	-1	1	-2	-8
Cc1ccc(Nc2ccccc2)cc1	10	0.9	1	0.8	1	4	-2	0.9	-7	-5
CCOC(=O)N1CCN(S(=O)(=O)c2ccc(C)c(C)c2C)CC1	20	0.8	1	0.9	1	-11	-1	0.9	0	-11
CSC(=O)NC12CC3CC(CC(C)(C3)C1)C2	18	0.8	1.1	0.9	1.1	0	-8	1	5	-18
CC1(C)CC(C)(O)P(=O)(c2ccccc2)O1 (stereo not drawn)	0	1	1	1	1	32	-3	1	-5	-8
CN(C)c1ccc(C(=S)N2CCCCCC2)cc1	17	0.8	1.1	1.3	1	0	-5	1.2	0	-20
O=C(Nc1cc(S(=O)(=O)N2CCOCC2)ccc1N1CCOCC1)C1CCCO1 (stereo not drawn)	-1	1	1	1.1	1	5	-2	1.1	-3	-9
CC(C)C(=O)NCCn1ccc2ccccc21	5	1	1	1	1	4	0	1	-2	-11
CC(c1nnc(SCC(=O)N2CCc3ccccc32)n1-c1ccc(Cl)cc1)N(C)C (stereo not drawn)	13	0.9	1.1	1.1	1.1	11	-8	1.1	1	-4
O=C(NC1CCCC1)C(c1ccccc1)N(Cc1cccnc1)C(=O)Cc1cccs1 (stereo not drawn)	9	0.9	0.9	0.9	1	15	8	1	1	-8
Cc1cc(C)c(S(=O)(=O)Nc2cccc(/C=C/C(=O)O)c2)c(C)c1	11	0.9	1	0.9	1.1	-4	1	0.9	-2	-10
COC(=O)NCC(C)OC(=O)Nc1ccc(Cl)cc1 (stereo not drawn)	14	0.9	1	1	1	10	-5	0.9	0	-2
CC(CCc1ccccc1)NC(=O)C(=O)NCCO (stereo not drawn)	12	0.9	1.1	1	1.1	5	-7	1	-2	-17
Cc1ccc(C)c2[nH]c(=O)c(CCNC(=O)C(C)C)cc12	-5	1	1	1	1	-5	-2	1	/	-7
Cc1ccc(NC(=O)CSc2nccc(=O)[nH]2)c(S(=O)(=O)N2CCOCC2)c1	-1	1	1	1.1	1	8	1	1	1	-9
C=CCSc1nc2c(c(=O)n(C)c(=O)n2C)n1CC	3	1	1.1	1	1.1	10	-5	1	-5	-14
O=C(CSc1nnc(-c2cccs2)n1-c1ccccc1)Nc1ccccc1	-7	1.1	1	1.2	0.9	-4	4	1.1	-6	-7
Cn1c(NC(=O)c2cccc(Cn3cc(Cl)cn3)c2)nc2ccccc21	12	0.9	1.1	0.9	1	-2	-8	0.9	1	-10
COc1ccc(-c2nnc3ccc(SCc4ccccc4)nn23)cc1	47	0.5	1.1	1.1	1	8	-6	1.1	-5	-5
COc1cc(CN2CCNC(=O)C2CC(=O)O)cc(OC)c1 (stereo not drawn)	85*	0.2	1	1	1	-1	3	1	-2	-5
CC(C)(C)C(=O)CN1CCN(C2c3ccccc3-c3ccccc32)CC1	1	1	1	1	1	8	-2	1	-2	-7
COc1cc(NC(=O)c2ccccc2F)ccc1NC(=O)c1ccccc1Cl	19	0.8	1	0.8	1	5	1	0.9	1	-2
Cc1cc(Cl)ccc1OCC(=O)Nn1c(C)ccc1C	13	0.9	1	1	1	3	-2	1	-3	-7
O=C(O)/C=C/C(=O)N1CCN(C(=O)/C=C/C(=O)O)CC1	7	0.9	1	1.1	1.1	10	-3	1	-3	-3
CN(C)c1ccc(C(=O)OCc2ccccc2)cc1	15	0.8	1	0.9	0.9	6	-5	0.8	2	-23
Cc1cc(C)c(S(C)(=O)=O)c(Oc2ccccc2C)n1	3	1	1	0.9	1	8	-1	0.9	-3	-5
C=CCn1c(-c2ccccc2)c[nH]c1=S	4	1	1	1.2	0.8	4	-1	1	-4	50
Oc1ccccc1/C=N/NC1=NCCCCC1	6	0.9	1.1	1.1	0.9	24	-8	1.2	-5	-4

Compound profiles, from the list above.
Results for Cc1ccc(C)c2[nH]c(=O)c(CCNC(=O)C(C)C)cc12 = Diaphorase inh: -5; Diaphorase act: 1; TNAP act hiacc: 1; PMI act hi M6P: 1; FLuc act counter: 1; G6PDH CS: -5; TNAP inh hi DEA: -2; PMI activator: 1; Efa HMGR inh: /; TNAP inh noacc: -7
Results for Cn1c(NC(=O)c2cccc(Cn3cc(Cl)cn3)c2)nc2ccccc21 = Diaphorase inh: 12; Diaphorase act: 0.9; TNAP act hiacc: 1.1; PMI act hi M6P: 0.9; FLuc act counter: 1; G6PDH CS: -2; TNAP inh hi DEA: -8; PMI activator: 0.9; Efa HMGR inh: 1; TNAP inh noacc: -10
Results for O=C(Nc1cc(S(=O)(=O)N2CCOCC2)ccc1N1CCOCC1)C1CCCO1 (stereo not drawn) = Diaphorase inh: -1; Diaphorase act: 1; TNAP act hiacc: 1; PMI act hi M6P: 1.1; FLuc act counter: 1; G6PDH CS: 5; TNAP inh hi DEA: -2; PMI activator: 1.1; Efa HMGR inh: -3; TNAP inh noacc: -9

Following part
SMILES	Diaphorase inh	Diaphorase act	TNAP act hiacc	PMI act hi M6P	FLuc act counter	G6PDH CS	TNAP inh hi DEA	PMI activator	Efa HMGR inh	TNAP inh noacc
COc1cc(/C=N/n2c(C)nnc2C)cc(OC)c1OC	12	0.9	1	0.9	1	5	0	1	0	-6
C=CCNC(=S)N/N=C/c1ccc(OCc2ccccc2Cl)cc1	7	0.9	1.1	1.1	1.1	-7	-7	1.1	-2	-4
COC(=O)CC1C(=O)NCCN1C(=S)Nc1cc(C)cc(C)c1 (stereo not drawn)	11	0.9	1	0.9	1	-6	4	0.8	-6	-12
COC(=O)c1cc(NC(=O)CSc2nnc(N)s2)ccc1Cl	-2	1	1	1.1	1	6	-5	1.1	-23	-10
COCCn1c(=NC(C)=O)sc2cc([N+](=O)[O-])ccc21	10	0.9	1	0.8	1	26	0	0.9	0	-8
CCCCCn1c(N2CCC(C(N)=O)CC2)nc2c1c(=O)[nH]c(=O)n2C	10	0.9	1.1	1	1.1	-1	-9	1.1	0	-13
CCCCOCCCNC(=O)N[C@@H](CC(C)C)C(=O)O	10	0.9	1	0.9	1	-4	2	0.9	-4	-5
c1ccc2c(c1)ccc1ncccc12	7	0.9	1	1.1	1	4	-3	1.1	-8	-11
CN(C)S(=O)(=O)Oc1cccc(C(=O)Nc2cccc(Cl)c2)c1	27	0.7	1.1	0.8	1	4	-6	0.8	-9	-8
C[C@H](NC(=O)c1nc[nH]c1C(=O)NC1CCN(C(=O)OC(C)(C)C)CC1)C(=O)OCc1ccccc1	37	0.6	1	0.8	1	-1	-5	0.8	-4	-12
O=C(CSc1ccc(-c2ccco2)nn1)N1CCCCCC1	12	0.9	1	1	0.9	-1	-3	1.1	-5	-12
CC1CCN(c2nc3ccccc3nc2C(C#N)C(=O)NC2CCCCC2)CC1 (stereo not drawn)	15	0.8	1	0.9	1.1	-5	1	0.9	/	-6
Cc1ccc(CNS(=O)(=O)c2ccc(C(C)(C)C)cc2)n1C	-4	1	1	1.4	1	1	2	1.1	0	-1
COc1ccccc1NC(=O)C(C)NS(=O)(=O)c1ccc(Cl)cc1 (stereo not drawn)	3	1	1.1	1	1.1	11	-9	1.2	-4	-1
Cc1ccc(OCC(=O)N2CCN(S(=O)(=O)c3ccc(Cl)cc3)CC2)c([N+](=O)[O-])n1	9	0.9	1	0.9	1	-4	1	0.9	0	-12
COc1cccc(NC(=O)CNC(=O)c2cccs2)c1	11	0.9	1.1	1	1	-8	-7	1	-4	-18

3 structures out of the list, ordered by count of non-hydrogen atoms, high to low.
SMILES	Diaphorase inh	Diaphorase act	TNAP act hiacc	PMI act hi M6P	FLuc act counter	G6PDH CS	TNAP inh hi DEA	PMI activator	Efa HMGR inh	TNAP inh noacc
CC1CCN(c2nc3ccccc3nc2C(C#N)C(=O)NC2CCCCC2)CC1 (stereo not drawn)	15	0.8	1	0.9	1.1	-5	1	0.9	/	-6
O=C(O)/C=C/C(=O)N1CCN(C(=O)/C=C/C(=O)O)CC1	7	0.9	1	1.1	1.1	10	-3	1	-3	-3
C=CCSc1nc2c(c(=O)n(C)c(=O)n2C)n1CC	3	1	1.1	1	1.1	10	-5	1	-5	-14
